# Lamin A splicing – changes lamin A minigene splicing in HeLa cells; HeLa LMNA splicing GFP/RFP minigene ratio, 48 h; Potency, µM (series often up to 46.1 µM), for the others: at the highest dose ratio change, negative = inhibition, actives largely listed as inhibitors; hit rate 0.01% among 200,000; active = well fitted inhibition curve with a large enough effect in the signal ratio, with a control signal flat, not every such curve was filed as active; inconclusive = small, poorly fitted or top-dose-only effect, or effect the other way, or a change in a side signal; the % refers to the signal ratio; also: potency is read from the fitted curve at half-maximal effect; % is scaled to controls: 0 for no effect and ±100 for the full control effect
#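 Read-out is the ratio of GFP to DsRed2 object intensity, acquired by 488 nm laser-scanning cytometry on HeLa lamin A-EGFP minigene reporter cells. Compound incubation 48 hrs at 37 °C in Opti-MEM with 2% FBS; DMSO 0.5% final.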
# IMPase Li cell – membrane-permeable IMPase blocker, potentiated with lithium; CHO-M1 cells, IP1 TR-FRET (IP-One), carbachol + lithium; Potency, µM (top dose mostly 59.4 µM), for inactives: at the highest dose activity, negative = IMPase inhibition, actives largely listed as inhibitors; hit rate 0.35% among 210,000;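 also: IP1 builds up when IMPase is blocked and the TR-FRET signal falls; potency is read from the fitted curve at half-maximal effect; plate controls were basal vehicle for no effect and high inhibitor control for full effect; nearly all actives have a fitted effect of over 50% in size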
#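 Readout is a homogeneous TR-FRET IP1 immunoassay (Ex 320, Em 665 and 620), where raised cytosolic IP1 lowers signal. Cells were CHO-M1 treated 30 min at 37C with test compounds plus a little lithium; AC50 values came from Hill-equation fitting.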
# HTT ATP protect – Huntington cell model cytoprotection by ATP luminescence. PC12 HTT-Q103 induced, cytoprotection, ATP luminescence, 40 h. Potency, µM (top dose mostly 56.4 µM), inactives show cytoprotection (ATP increase), hits mostly activators. hit rate 0.14% among 230,000. AID 1471;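 also: potency is read from the fitted curve at half-maximal effect; % of control where 0% means no effect; nearly all actives have a fitted effect of over 45% in size; toxic huntingtin expression switched on by the ecdysone agonist tebufenozide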
#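 ATP quantification (ATPlite) reports survival of PC12 cells in which tebufenozide, 100 nM final, switches on Htt exon 1 with 103 glutamines linked to GFP; compounds are titrated.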
# HttQ103 aggreg – reduces HttQ103-GFP aggregates in PC12 cells; PC12 HttQ103-GFP aggregates, Acumen cytometry, 40 h; Potency, µM (titrated, usually from 46.1 µM), for inactives: at the highest dose activity change, negative = inhibition, actives largely listed as inhibitors; hit rate 1.1% among 220,000; AID 1688; also: potency is read from the fitted curve at half-maximal effect; % is scaled to controls: 0 for no effect and ±100 for the full control effect; nearly all actives have a fitted effect of over 60% in size
#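 Quantitative HTS on tebufenozide-induced (100 nM) PC12 cells stably expressing polyQ103 Huntingtin exon 1–GFP. Reduction of bright GFP aggregates, detected by laser scanning cytometry after lysis, identified actives across the titration.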
# KinaseGlo FLuc – counter-screen: inhibitors of Kinase-Glo firefly luciferase; Potency, µM (series often up to 38.3 µM), for the others: at the top dose activity change, negative = inhibition, most hits filed as inhibitors; Q27757; Kinase-Glo luciferase, ATP luminescence, 8 min; hit rate 0.28% among 200,000; also: potency is read from the fitted curve at half-maximal effect; % is scaled to controls: 0 for no effect and ±100 for the full control effect; nearly all actives have a fitted effect of over 60% in size
#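 Recombinant Kinase-Glo luciferase, 10 uM ATP (linear range), luciferin; imidazole pH 7.2 / KCl / MgCl2 / Tween / BSA buffer; 8 min RT; luminescence.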
# CBFb-RUNX1 inh – CBF-beta/RUNX1 interaction disruption; Q01196+Q13951; AlphaScreen CBFb-His/RUNX1-biotin binding, biochemical; Potency, µM (doses to about 59.8 µM), for inactives: at the top dose activity, negative = inhibition, actives largely listed as inhibitors; 230,000 tested, under 10 active; AID 1477; also: % of control where 0% means no effect
# Target sequence (Q01196 whole entry, looked up): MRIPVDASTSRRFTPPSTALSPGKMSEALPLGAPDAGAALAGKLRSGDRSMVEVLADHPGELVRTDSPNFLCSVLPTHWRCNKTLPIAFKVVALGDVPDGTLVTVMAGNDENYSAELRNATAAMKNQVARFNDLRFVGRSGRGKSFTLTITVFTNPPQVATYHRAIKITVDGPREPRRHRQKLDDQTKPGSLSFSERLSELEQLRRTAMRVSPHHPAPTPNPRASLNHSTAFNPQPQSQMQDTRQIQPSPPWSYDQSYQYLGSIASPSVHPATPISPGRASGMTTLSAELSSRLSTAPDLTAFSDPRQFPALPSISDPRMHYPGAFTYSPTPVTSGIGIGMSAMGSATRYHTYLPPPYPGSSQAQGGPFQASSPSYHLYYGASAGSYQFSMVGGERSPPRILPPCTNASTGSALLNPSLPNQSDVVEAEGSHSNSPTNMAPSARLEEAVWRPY
# Target sequence (Q13951 whole entry, looked up): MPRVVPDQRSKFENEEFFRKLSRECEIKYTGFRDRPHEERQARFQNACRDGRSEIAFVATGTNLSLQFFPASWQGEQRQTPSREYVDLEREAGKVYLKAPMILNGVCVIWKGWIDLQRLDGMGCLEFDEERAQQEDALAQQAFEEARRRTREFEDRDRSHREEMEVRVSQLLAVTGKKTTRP
#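 Read-out: AlphaScreen. Format: His-CBF-beta with biotinylated RUNX1 (30 nM each) preincubated 20 min, compound 15 min, Ni-chelate plus streptavidin beads 90 min; room temperature throughout.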
# SMN2 splice enh – increases expression of the SMN2 splice variant | HEK293 SMN2-luciferase splicing reporter, luminescence, 30-36 h | Potency, µM (series often up to 46.1 µM), for inactives: top-dose activity change, positive = activation, actives largely listed as activators | hit rate 2.8% among 210,000; also: potency is read from the fitted curve at half-maximal effect; % of control where 0% means no effect; nearly all actives have a fitted effect of over 55% in size
#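 HEK293 cells carry an SMN2 minigene-luciferase reporter in which exon 7 inclusion puts luciferase in frame. Cells were seeded at 2000 cells/well, attached for 10-12 hours, then exposed to compounds for 30-36 hours at 37C before ONE-Glo luminescence.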
# * marks the source's active call; other numbers are inactive results; ? = inconclusive; · = no result given; [ ] = dose if it differs, or a comment. Unless noted, calls follow the shape of the dose curve; as a rule, active = well fitted curve in the direction sought with a large enough effect; inconclusive = small, poorly fitted or top-dose-only effect, or another doubt; inactive = no such curve, though single readings can be large; an effect the other way counts as inactive or inconclusive.
Structure	Lamin A splicing	IMPase Li cell	HTT ATP protect	HttQ103 aggreg	KinaseGlo FLuc	CBFb-RUNX1 inh	SMN2 splice enh
Cc1cc(C)c2c(N=CN(C)C)c(C(=O)N3CCN(c4ncccn4)CC3)sc2n1	6%	-2%[38.3 µM]	-20%	22%	-8%	13%	25%
O=C(/C(=C/c1ccc(Cl)cc1)c1nc2ccccc2[nH]1)c1ccccc1	?	15%[38.3 µM]	-71%[inhibitor]	5µM*	-3%	-1%	-111%[inhibitor]
COc1ccc(C(=O)/C=C/c2cn(CC(O)CN3CCN(C)CC3)c3ccccc23)cc1OC (centres undefined)	·	·	-10%[10 µM]	-4%[9.22 µM]	·	-2%	·
Cn1nc([N+](=O)[O-])nc1Oc1ccccc1C(=O)N1CCOCC1	0%[46 µM]	5%	·	8%	2%	6%	13%
Cn1c(CSCCOc2ccccc2)n[nH]c1=S	-24%[46 µM]	·	-1%[10 µM]	-4%[9.22 µM]	·	10%	·
CCOC(=O)C1CCN(C(=O)COc2ccc(Br)cc2C)CC1	-7%[46 µM]	17%	-34%	11%[9.22 µM]	2%	5%	11%
CC1(C)CC(=O)c2c(O)cc(OCc3ccc(Br)cc3)cc2O1	?	-6%[38.3 µM]	-39%[inhibitor]	?	16%	16%	?
O=C(O)CCSc1ccc([N+](=O)[O-])cc1[N+](=O)[O-]	-16%[9.22 µM]	-2%	-17%	-5%[9.22 µM]	3%	-4%	3%
CN(C)S(=O)(=O)c1ccc(C(=O)Nc2nnc(SCc3cccc4ccccc34)s2)cc1	-8%	0%	-8%[10 µM]	-7%	-1%	-1%	-2%
c1ccc(N2CCN(c3nnc(Cc4cccnc4)c4ccccc34)CC2)nc1	3%	4%[38.3 µM]	-11%	-12%	-6%	-1%	-16%

# HttQ103 aggreg, what is marked active above
structure	Lamin A splicing	IMPase Li cell	HttQ103 aggreg	CBFb-RUNX1 inh
O=C(/C(=C/c1ccc(Cl)cc1)c1nc2ccccc2[nH]1)c1ccccc1	?	15%[38.3 µM]	5µM*	-1%

# Given with values under each structure: part of the list above
# Below each SMILES – Lamin A splicing, IMPase Li cell, HTT ATP protect, HttQ103 aggreg, KinaseGlo FLuc, CBFb-RUNX1 inh, SMN2 splice enh
Cn1c(CSCCOc2ccccc2)n[nH]c1=S
 : -24%[46 µM], ·, -1%[10 µM], -4%[9.22 µM], ·, 10%, ·
Cn1nc([N+](=O)[O-])nc1Oc1ccccc1C(=O)N1CCOCC1
 : 0%[46 µM], 5%, ·, 8%, 2%, 6%, 13%
COc1ccc(C(=O)/C=C/c2cn(CC(O)CN3CCN(C)CC3)c3ccccc23)cc1OC (centres undefined)
 : ·, ·, -10%[10 µM], -4%[9.22 µM], ·, -2%, ·
CN(C)S(=O)(=O)c1ccc(C(=O)Nc2nnc(SCc3cccc4ccccc34)s2)cc1
 : -8%, 0%, -8%[10 µM], -7%, -1%, -1%, -2%

# Following part:
Structure	Lamin A splicing	IMPase Li cell	HTT ATP protect	HttQ103 aggreg	KinaseGlo FLuc	CBFb-RUNX1 inh	SMN2 splice enh
CCCCN(CCCC)CCNC(=O)CNC(=O)c1cccs1	-3%	2%[38.3 µM]	16%[10 µM]	-9%	17%	-4%	-14%
c1ccc(CN2CCC3(CC2)SSC2(CCN(Cc4ccccc4)CC2)SS3)cc1	·	-4%	4%[10 µM]	·	-3%[7.66 µM]	·	-3%[9.22 µM]
NC(=O)COC(=O)C12CC3CC(CC(O)(C3)C1)C2	·	1%	-24%	-4%	-1%	-2%	7%
Cc1c(N=C2SC(CC(=O)Nc3ccccc3)C(=O)N2CCN2CCOCC2)c(=O)n(-c2ccccc2)n1C (centres undefined)	-4%[46 µM]	2%	-22%[10 µM]	22%	2%	2%	2%
Cc1ccc(-n2cc(-c3ccccc3)c3c(NN4CCOCC4)ncnc32)cc1	6%	-3%	-5%[10 µM]	-5%	0%	3%	-26%
CCN(CC)S(=O)(=O)c1ccc(C(=O)NCCSc2c[nH]c3ccccc23)cc1	?	12%	·	-10%	11%	1%[2.36 µM]	-46%
O=c1cc(-c2ccccc2Cl)c2c([nH]1)CCC2	-3%	2%	2%	-13%	-4%	-1%	-14%
Cc1ccc(SCCC(=O)N/N=C/c2cccnc2)cc1	?	14%	-36%	-18%	3%	18%	-8%
O=C(O)CCCC(=O)Nc1ccccc1Oc1ccccc1	·	·	4%[10 µM]	-17%[9.22 µM]	·	7%	·
COc1ccc(COc2ccccc2C(=O)NCc2ccccc2)cc1F	?	22%	21%[10 µM]	?	2%	11%	-50%[inhibitor]
CCOc1cccc2sc(=NC(=O)c3ccco3)n(CC(=O)OC)c12	·	·	23%[10 µM]	1%[9.22 µM]	·	2%	·
CCn1cc(C(=O)NCCCOC(C)C)c2cc(OC)c(OC)cc2c1=O	7%	25%[38.3 µM]	-2%	-11%	-2%	11%	25%
CSc1nnc(C)c(=O)n1COC(=O)COc1ccc(Cl)cc1Cl	·	-8%	-18%	3%	9%	9%	7%
Cn1c(CCc2ccccc2)n[nH]c1=S	?	6%	3%[10 µM]	9%[9.22 µM]	0%	0%	·
Cc1ccc(NC2CC(=O)N(CCc3ccccc3)C2=O)cc1 (centres undefined)	-1%	13%[38.3 µM]	18%	6%	-3%	6%	-31%
CCOc1ccc(Nc2nc(C)cc(C)c2C#N)cc1	-5%	-6%[38.3 µM]	2%[0.074 µM]	-25%	0%	11%	9%
Cc1nn(-c2ccccc2)c(N)c1C1(O)C(=O)N(C(C)C)c2ccccc21 (centres undefined)	-3%	-1%	-14%[10 µM]	6%	-2%	4%	23%
Cc1n[nH]c(=O)nc1NCc1ccccc1Cl	13%	-2%[38.3 µM]	-4%[10 µM]	-7%	-2%	0%	9%
CSC(=NNC(=O)c1ccccc1O)SC	-5%	23%[38.3 µM]	-31%	-11%[9.22 µM]	-20%	1%	-15%
Cn1c(CN2CCN(C(=O)c3ccccc3)CC2)nc2cc([N+](=O)[O-])ccc21	?	9%	23%[10 µM]	23%	-1%	-24%	-19%
CCOC(=O)c1c(NC(=O)CSc2nnnn2C)sc(C)c1C	-2%	-14%[38.3 µM]	-20%[10 µM]	-16%	-7%	-6%	-7%
Cc1ccc2nc(SCc3nnc(-c4ccccc4Br)o3)[nH]c2c1	?	·	-31%	6%	·	2%	·
Cc1ccccc1Nc1nc(CSc2nnc(-c3ccoc3C)n2C)cs1	-1%	14%[38.3 µM]	-90%[inhibitor][10 µM]	14%	-7%	?	14%
O=C(c1cccs1)N1N=C(c2ccccc2)CC1c1ccc(O)cc1 (centres undefined)	-17%	4%	-3%[10 µM]	-5%	1%	-10%	17%
Cc1cccc(CNc2ncncc2-c2cccc(C#N)c2)c1	6%	15%	-7%	·	-3%	·	2%
COc1ccc(-c2cnnn2-c2ccc(N)cc2)cc1OC	-13%	15%	8%[10 µM]	-6%	5%	-1%	?
COc1nc(-c2ccccc2)ccc1-c1noc(C)n1	10%	-14%[38.3 µM]	-12%	2%	-1%	14%	14%
O=C1c2ccccc2C(=O)N1CCSc1ccccc1	4%	-9%[38.3 µM]	-14%	-13%	-5%	8%	?
ClCc1nnc(-c2cc3c(s2)CCCC3)o1	·	-4%	-18%	?	8%	-3%	-96%[inhibitor]
Cc1nc(-c2ccccc2)sc1C(=O)/C=C/c1ccccc1	?	5%[38.3 µM]	-26%	-10%	-5%	-3%	-69%[inhibitor]
Cn1c(COc2cccc3cccnc23)nnc1SCC(=O)O	·	·	4%	-13%	·	19%	·
COc1ccc(OCc2nnc(SC3CCOC3=O)n2-c2ccccc2)cc1 (centres undefined)	1%	22%[38.3 µM]	-1%	-2%	1%	8%	15%
N[C@H]1CCN(O)C1=O	·	18%	?	·	3%	2%	·
Cc1n[nH]c(=S)n1/N=C/c1ccccc1OCc1ccc(Cl)cc1	-2%	-1%[38.3 µM]	-28%	44%	-3%	-4%	-5%
COC(=O)c1ccc(-n2ccnc2)cc1	19%[46 µM]	15%	-30%	?	0%	-19%	10%
CCCCCOc1ccc(NC(=O)C2OC3OC(C)(C)OC3C3OC(C)(C)OC23)cc1 (centres undefined)	-13%	-4%	13%[10 µM]	-10%	2%	-4%	18%
Cc1cc(=O)[nH]c(SCC(=O)NC2CCCc3ccccc32)n1 (centres undefined)	·	·	19%[10 µM]	-9%[9.22 µM]	·	7%	·
COc1ccc(-n2nc([N+](=O)[O-])c(=NCCc3ccccc3)n2O)cc1	?	8%	0%[10 µM]	6%	1%	-25%	-4%
CC(=O)N(Cc1cccs1)C1CCOC(C)(C)C1 (centres undefined)	11%	-14%[38.3 µM]	-10%[0.074 µM]	10%	-1%	7%	-31%
O=C(Nc1ccn(Cc2c(F)c(F)cc(F)c2F)n1)c1cccc(Cn2cc([N+](=O)[O-])cn2)c1	7%	34%[activator][38.3 µM]	-21%	10%	5%	6%	2%
Nc1nc(SCC(=O)Nc2ccc(Cl)cn2)n[nH]1	0%[46 µM]	4%	13%[10 µM]	1%	5%	8%	10%
CCc1ccccc1NC(=O)COc1ccc2c(=O)c(Oc3cc(C)ccc3C)coc2c1	-6%	-25%	2%[10 µM]	11%	0%	0%	-11%
COc1cccc(N(C(=O)CS(=O)CC(=O)Nc2ccc(F)cc2)C(C(=O)NC2CCCCC2)c2cccs2)c1 (centres undefined)	?	-8%	-9%[1.9 µM]	-7%	0%	-1%	-40%[inhibitor]
CCCc1nnc(SCC(=O)N2C(C)CCCC2C)n1CCCOC (centres undefined)	8%	-1%[38.3 µM]	-7%	-21%	-1%	2%	10%
O=P(O)(c1ccccc1)c1ccccc1O	-12%	-3%[38.3 µM]	-24%	-16%[9.22 µM]	0%	0%	-3%
C/C(Cl)=C/Cn1c(SCC(C)C)nc2c1c(=O)[nH]c(=O)n2C	3%	9%[38.3 µM]	-36%	-10%	1%	0%	-29%

# This is a random part of the collection; any-hit rate near 4%.
